# Source: PubChem (several laboratories)
# C-LANA FP = KSHV C-LANA DNA binding inhibition; AID 504423; inhibition, % at 9 µM; MBP-C-LANA/FAM-LBS DNA binding, fluorescence polarization; 340,000 tested, 0.078% active;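 active means highest replicate inhibition at or above 60% at 9 µM, even if other replicates fall short; inactive means all replicates below 60% inhibition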;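 further: 0% = neutral control wells and 100% = 4 µM acridine orange control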
# RTF Ca sens act = increases calcium sensitivity of human cardiac regulated thin filaments; P19429+P45379; IANBD-labeled TnC RTF fluorescence at EC20 calcium; 0% EC20 calcium, 100% full calcium; activation, % at 7.2 µM; 340,000 tested, 0.24% active;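 active means activation above the mean over all tested compounds plus 3 SD, cut at about 30% in these data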;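 further: rise in fluorescence read as greater calcium sensitivity of cardiac thin filaments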
# MOR-DOR ag = agonists of human mu-delta opioid receptor heterodimerization; P35372+P41143; cells, OPRM1-OPRD1 heterodimerization, luminescence; activation, % at 9.3 µM; 340,000 tested, 0.3% active; AID 504326; in the data active means activation above about 18%;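 further: 0% = vehicle-treated cells and 100% = reference agonist; values of inactives mirror those of a sister screen read the other way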
# Wnt bcat act = activators of Wnt/beta-catenin signaling; Wnt/beta-catenin reporter cell assay, activator, plate reader; activation, % at 9.35 µM; 300,000 tested, 1.2% active; in the data active means activation above about 30%, passing the limit was not always enough;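 further: 0% = neutral control wells and 100% = positive control wells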
# Keap1 Nrf2 FP = inhibitors of human Keap1-Nrf2 protein-protein interaction. Keap1 Kelch-Nrf2 peptide fluorescence polarization, 1536-well. inhibition, % at 9.4 µM. 340,000 tested, 0.15% active. AID 504523; in the data active means inhibition above about 12%;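 further: human Keap1 Kelch domain with fluorescein labeled Nrf2 9mer peptide probe; 0% = neutral control wells and 100% = peptide positive control; higher means more block of Keap1 binding to Nrf2 peptide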
# Target sequence (Q14145 whole entry, looked up, the tested form may be a part): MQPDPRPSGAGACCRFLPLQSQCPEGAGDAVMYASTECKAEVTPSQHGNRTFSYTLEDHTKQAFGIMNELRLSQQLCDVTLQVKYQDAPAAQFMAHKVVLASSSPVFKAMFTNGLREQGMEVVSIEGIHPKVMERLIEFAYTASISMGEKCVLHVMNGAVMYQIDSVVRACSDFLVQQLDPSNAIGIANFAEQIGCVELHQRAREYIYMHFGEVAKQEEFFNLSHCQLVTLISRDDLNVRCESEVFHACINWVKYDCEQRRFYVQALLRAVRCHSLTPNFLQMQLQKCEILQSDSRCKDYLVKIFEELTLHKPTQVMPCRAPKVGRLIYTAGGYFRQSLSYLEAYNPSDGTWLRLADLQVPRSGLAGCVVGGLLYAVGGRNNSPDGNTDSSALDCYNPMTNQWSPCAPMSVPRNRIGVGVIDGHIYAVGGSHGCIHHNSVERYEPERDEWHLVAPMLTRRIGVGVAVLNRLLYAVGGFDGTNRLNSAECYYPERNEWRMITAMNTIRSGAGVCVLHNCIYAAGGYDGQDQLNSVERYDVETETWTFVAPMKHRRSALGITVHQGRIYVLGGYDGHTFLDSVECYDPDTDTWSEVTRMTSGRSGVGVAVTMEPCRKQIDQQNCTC
# V-ATPase pH = regulators of yeast V-ATPase proton transport | S. cerevisiae, pHLuorin cytosolic pH fluorescence | response, % at 10 µM | 350,000 tested, 0.37% active | AID 504577; in the data active means response mostly above about 7.3%, no sharp cut-off; inactive means mostly below about 5.4%; further: actives read high; inactives centre near 0; some compounds called inactive have numbers as strong as hits; reference of the scale not given here
# Cardiac RTF inh = cardiac RTF calcium desensitization. P19429+P45379. IANBD-labeled cardiac RTF, Ca2+ fluorescence. inhibition, % at 7.15 µM. 340,000 tested, 0.12% active. AID 493244;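 active means inhibition above the mean inhibition of all tested compounds plus 3 SD, cut at about 17% in these data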;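 further: assay run at fixed EC70 calcium of 1.6 mM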
# MOR-DOR inv ag = inverse agonists of human mu-delta opioid receptor heterodimerization; cell-based MOR-DOR heterodimer luminescence, inverse agonism; inhibition, % at 9.3 µM; 340,000 tested, 0.21% active; in the data active means inhibition above about 22%, passing the limit was not always enough;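 further: 0% = cells with DMSO and 100% = wells without cells with DMSO; values of inactives mirror those of a sister screen read the other way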
# Pemphigus Ab inh = inhibitors of pemphigus antibody binding to human desmoglein-3 | AID 588358 | DSG3-coupled beads, scFv-anti-DSG3-GFP binding, flow cytometry; stronger effect = lower value | P32926 | 310,000 tested, 0.48% active | binding (percent of control), % at 10 µM;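 active means binding more than 3 SD below its plate's average and above zero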;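 further: hits lower antibody fragment binding to DSG3; some compounds called inactive have numbers as strong as hits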
# Arr AP2 block = blocks beta-arrestin peptide binding to AP2 adaptin; FITC-arrestin peptide / GST-AP2 beads, flow cytometry; AP2 beta2 appendage carries R879A mutation; inhibition, % at 10 µM; 340,000 tested, 0.31% active; AID 504490;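 active means inhibition above a set limit, near 3 SD of compounds lacking own fluorescence, cut at about 54% in these data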;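 further: plate controls were DMSO wells for no effect and 5 µM unlabelled arrestin peptide for full effect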
#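 system = GST-tagged AP2 beta2-adaptin appendage (R879A) on 4 µm glutathione beads | reagent = FITC-labelled arrestin peptide probe, 50 nM final | schedule = compound with beads 12 min RT, then probe 1 h RT | signal = HyperCyt-sampled flow cytometry, FL1 channel, ex 488/em 535 nm | read-out = percent response from loss of bead-bound FITC fluorescence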
# An asterisk follows results filed as active; · = no result given.
# Start of the data: the first 2 entries, to show the layout:
1. COC(=O)C[C@H]1c2cc(F)ccc2S(=O)(=O)N1Cc1ccccc1OC
2. CCOC(=O)c1nc2nc(C)cc(=O)n2[nH]1
Compound	1	2
Arr AP2 block	0	-5
Cardiac RTF inh	-14	-1
Keap1 Nrf2 FP	-6	0
MOR-DOR inv ag	2	8
Wnt bcat act	-1	·
C-LANA FP	2.7	-1.2
Pemphigus Ab inh	102	94
V-ATPase pH	-3	3
MOR-DOR ag	-0.4	-1.5
RTF Ca sens act	-4	-3

# The list itself (from the top)
1. COC(=O)C[C@H]1c2cc(F)ccc2S(=O)(=O)N1Cc1ccccc1OC
2. CCOC(=O)c1nc2nc(C)cc(=O)n2[nH]1
3. COc1ccc(NC(=O)C2=CC(c3ccc(C)cc3)=NS(=O)(=O)N2C)cc1
4. CCCNC(=O)CCCCn1c(=S)[nH]c2c([nH]c3ccc(OC)cc32)c1=O
5. Cc1cc(C(C)c2ccccc2)c(O)c(CN2CCOCC2)c1C (centres undefined)
6. CCN(c1ccccc1)S(=O)(=O)c1ccc(C(=O)Nc2ccc(C)cn2)cc1
Compound	1	2	3	4	5	6
Arr AP2 block	0	-5	3	-12	1	19
Cardiac RTF inh	-14	-1	-5	10	-5	16
Keap1 Nrf2 FP	-6	0	-2	2	0	-1
MOR-DOR inv ag	2	8	-10	10	-53	-18
Wnt bcat act	-1	·	5	-2	·	1
C-LANA FP	2.7	-1.2	4.7	0.1	0.3	2.2
Pemphigus Ab inh	102	94	100	95	·	120
V-ATPase pH	-3	3	0	0	6	-5
MOR-DOR ag	-0.4	-1.5	1.6	-1.8	8.6	3.4
RTF Ca sens act	-4	-3	7	-5	-7	-1

7. COc1cccc(CNc2ccc(Br)cn2)c1O
8. c1ccc(SCc2cn3cccnc3n2)nc1
9. CCN(CC)S(=O)(=O)c1cc(NC(=O)COC(=O)CCC(=O)c2cccs2)ccc1C
10. Cc1ccc(NC(=S)N2CC(C)OC(C)C2)cc1C (centres undefined)
11. COc1ccc(CCNC(=O)CCCOc2ccc(Cl)cc2)cc1OC
12. CCOC(=O)c1csc(NC(=O)c2ccc(OC)c(OC)c2)n1
Compound	7	8	9	10	11	12
Arr AP2 block	-14	11	13	1	5	-8
Cardiac RTF inh	-8	-2	-5	-8	-11	-9
Keap1 Nrf2 FP	-1	-1	-2	1	0	-2
MOR-DOR inv ag	-11	-2	11	14	17	11
Wnt bcat act	·	0	0	-1	0	4
C-LANA FP	-1.3	-2.6	1.4	-0.3	-0.4	-1.2
Pemphigus Ab inh	112	94	102	110	112	101
V-ATPase pH	-2	0	-3	7	1	-2
MOR-DOR ag	2.3	0.3	-2.2	-2.6	-3.4	-1.9
RTF Ca sens act	5	0	0	-2	1	7

13. COc1ccc(OC)c(N(C(=O)c2snc(C(N)=O)c2N)C(C(=O)NCc2ccccc2)c2ccc(O)cc2)c1 (centres undefined)
14. CC(C)CCSc1nnc(Cn2c(=O)sc3ccccc32)n1C
15. c1cnc(NC2C3CC4CC(C3)CC2C4)nc1 (centres undefined)
16. Cn1c(=O)c2nc(SCCO)n(C)c2n(C)c1=O
17. COCCC(=O)N1CCCC(N2CCN(c3ccc(F)cc3)CC2)C1 (centres undefined)
18. COCCCNC(=O)C1CCC(CNS(=O)(=O)c2ccc(OC)cc2)CC1 (centres undefined)
Compound	13	14	15	16	17	18
Arr AP2 block	6	-3	-4	-9	0	30
Cardiac RTF inh	-18	0	-8	-5	0	-9
Keap1 Nrf2 FP	-3	5	-2	-1	3	0
MOR-DOR inv ag	16	3	6	12	20	5
Wnt bcat act	1	-1	-4	-2	-1	-2
C-LANA FP	-0.1	-0.2	0.0	-0.1	2.7	0.8
Pemphigus Ab inh	118	104	101	89	101	92
V-ATPase pH	-2	0	1	-2	1	0
MOR-DOR ag	-3.0	-0.5	-1.0	-2.3	-4.4	-1.1
RTF Ca sens act	-1	7	1	0	-6	0

# Arranged by count of non-hydrogen atoms (highest first): part of the list above
13. COc1ccc(OC)c(N(C(=O)c2snc(C(N)=O)c2N)C(C(=O)NCc2ccccc2)c2ccc(O)cc2)c1 (centres undefined)
9. CCN(CC)S(=O)(=O)c1cc(NC(=O)COC(=O)CCC(=O)c2cccs2)ccc1C
6. CCN(c1ccccc1)S(=O)(=O)c1ccc(C(=O)Nc2ccc(C)cn2)cc1
3. COc1ccc(NC(=O)C2=CC(c3ccc(C)cc3)=NS(=O)(=O)N2C)cc1
1. COC(=O)C[C@H]1c2cc(F)ccc2S(=O)(=O)N1Cc1ccccc1OC
17. COCCC(=O)N1CCCC(N2CCN(c3ccc(F)cc3)CC2)C1 (centres undefined)
5. Cc1cc(C(C)c2ccccc2)c(O)c(CN2CCOCC2)c1C (centres undefined)
12. CCOC(=O)c1csc(NC(=O)c2ccc(OC)c(OC)c2)n1
Compound	13	9	6	3	1	17	5	12
Arr AP2 block	6	13	19	3	0	0	1	-8
Cardiac RTF inh	-18	-5	16	-5	-14	0	-5	-9
Keap1 Nrf2 FP	-3	-2	-1	-2	-6	3	0	-2
MOR-DOR inv ag	16	11	-18	-10	2	20	-53	11
Wnt bcat act	1	0	1	5	-1	-1	·	4
C-LANA FP	-0.1	1.4	2.2	4.7	2.7	2.7	0.3	-1.2
Pemphigus Ab inh	118	102	120	100	102	101	·	101
V-ATPase pH	-2	-3	-5	0	-3	1	6	-2
MOR-DOR ag	-3.0	-2.2	3.4	1.6	-0.4	-4.4	8.6	-1.9
RTF Ca sens act	-1	0	-1	7	-4	-6	-7	7

10. Cc1ccc(NC(=S)N2CC(C)OC(C)C2)cc1C (centres undefined)
7. COc1cccc(CNc2ccc(Br)cn2)c1O
15. c1cnc(NC2C3CC4CC(C3)CC2C4)nc1 (centres undefined)
2. CCOC(=O)c1nc2nc(C)cc(=O)n2[nH]1
Compound	10	7	15	2
Arr AP2 block	1	-14	-4	-5
Cardiac RTF inh	-8	-8	-8	-1
Keap1 Nrf2 FP	1	-1	-2	0
MOR-DOR inv ag	14	-11	6	8
Wnt bcat act	-1	·	-4	·
C-LANA FP	-0.3	-1.3	0.0	-1.2
Pemphigus Ab inh	110	112	101	94
V-ATPase pH	7	-2	1	3
MOR-DOR ag	-2.6	2.3	-1.0	-1.5
RTF Ca sens act	-2	5	1	-3

# (next part)
19. COC(=O)C1=C(C)NC(C)=C(C(=O)OC)C1c1cn(-c2ccccc2)nc1-c1ccco1
20. CCOC(=O)N1C(=O)NC(=O)C1c1ccccc1 (centres undefined)
21. COc1ccc(/C=C/C(=O)Nc2ccccc2C(N)=O)cc1S(=O)(=O)N1CCOCC1
22. O=C(CSc1ccc2ccccc2c1)Nn1cnnc1
23. CCOc1ccccc1N(CC(=O)NC1CCCCC1)C(=O)CCC(=O)Nc1cc(C)ccn1
24. COc1ccccc1C(=O)Nc1ccnn1C1CCN(Cc2cnc(N(C)C)s2)CC1
Compound	19	20	21	22	23	24
Arr AP2 block	32	12	-9	3	14	-9
Cardiac RTF inh	-1	-7	7	-2	-21	5
Keap1 Nrf2 FP	-4	-4	-4	-1	-3	4
MOR-DOR inv ag	16	12	-2	4	-8	-16
Wnt bcat act	0	-7	-3	·	-1	-1
C-LANA FP	1.0	1.9	0.1	-1.3	0.5	-1.0
Pemphigus Ab inh	100	·	100	108	120	·
V-ATPase pH	1	-2	1	-2	-5	1
MOR-DOR ag	-3.3	-2.4	0.4	-0.9	1.0	3.0
RTF Ca sens act	0	-6	-3	1	-6	7

25. Cc1ccc(C(=O)Nc2c3c(nn2-c2ccccc2)CS(=O)(=O)C3)cc1C
26. Cc1ccc(S(=O)(=O)N(CC(=O)O)Cc2ccccc2F)cc1
27. O=C(NCC(c1ccco1)N1CCN(c2ccccc2)CC1)c1ccco1 (centres undefined)
28. CC(=O)c1ccc(NC(=O)CN2CCN(c3ncccn3)CC2)cc1
29. CC(C)c1nnc(NC(=O)CCC(=O)NC2CC2)s1
30. C=CCc1cccc2cc(C(=O)Nc3ccccc3C(=O)O)c(=O)oc12
Compound	25	26	27	28	29	30
Arr AP2 block	-3	0	6	2	2	2
Cardiac RTF inh	-6	-6	-7	-5	-11	·
Keap1 Nrf2 FP	-6	2	-4	4	3	-4
MOR-DOR inv ag	10	11	12	-5	8	·
Wnt bcat act	-2	-1	·	-1	-1	1
C-LANA FP	3.6	1.7	-0.3	-1.4	-0.2	2.9
Pemphigus Ab inh	·	97	93	·	·	·
V-ATPase pH	0	-3	0	-2	-1	-1
MOR-DOR ag	-1.9	-2.1	-1.9	1.0	-1.4	·
RTF Ca sens act	-4	-2	-4	14	3	·

31. CN(C)c1ccc(-c2nnn(Cc3ccccc3Br)n2)cc1
32. C[C@@H](NC(=O)Cn1ccc(N)nc1=O)c1cccc2ccccc12
33. CCN1CCN(c2cc(C)c3cc(NC(=S)N4CCCC(C)C4)ccc3n2)CC1 (centres undefined)
34. C[C@@H]1COC(=O)[C@H](CC(=O)OC(C)(C)C)C/C=C\C[C@H](CC(=O)N(CCO)Cc2ccccc2)C(=O)N1
35. O=c1c2c(nc3c(-c4ccc(Cl)cc4)c[nH]n13)CCC2
36. COc1cc(OC)c(C(=O)OC(C)C(=O)NCc2ccc3c(c2)OCO3)cc1OC (centres undefined)
Compound	31	32	33	34	35	36
Arr AP2 block	29	0	9	-3	-3	-2
Cardiac RTF inh	0	4	-3	-20	-1	4
Keap1 Nrf2 FP	0	-2	0	-6	-3	-3
MOR-DOR inv ag	5	11	-2	5	19	10
Wnt bcat act	9	8	-3	-1	-4	2
C-LANA FP	0.3	0.9	-0.6	0.4	-1.6	-1.9
Pemphigus Ab inh	100	106	99	104	102	111
V-ATPase pH	-5	3	1	-9	5	-2
MOR-DOR ag	-0.8	-2.0	0.4	-1.1	-3.9	-2.1
RTF Ca sens act	-3	2	1	-1	-1	-3

37. COc1ccc(CN2C(=O)c3ccccc3C(/C=N\OCc3ccc(C)cc3)C2=O)cc1 (centres undefined)
38. CCCN(CCC)c1nc(NC2CCN(C(=O)OCC)CC2)nc(OC)n1
39. COc1cc(NC(=O)SC2=NCCS2)cc(OC)c1
40. Cc1ccc(C(=O)N2CCCC(C(=O)c3cc(F)ccc3F)C2)s1 (centres undefined)
41. CCCS(=O)(=O)Nc1c(C(=O)O)[nH]c2ccccc12
Compound	37	38	39	40	41
Arr AP2 block	-1	8	11	11	10
Cardiac RTF inh	-1	3	-1	-3	-18
Keap1 Nrf2 FP	5	0	-5	-3	-5
MOR-DOR inv ag	-2	-12	4	6	-3
Wnt bcat act	·	·	-3	3	·
C-LANA FP	-0.6	0.6	-1.6	0.4	0.9
Pemphigus Ab inh	101	120	94	97	100
V-ATPase pH	3	12	-1	0	0
MOR-DOR ag	0.4	3.0	-0.9	-1.2	0.5
RTF Ca sens act	-1	0	1	1	4
